# Source: PubChem
# MmCpn inh = Inhibitors of TCP-1 ring complex (TRiC) of Methanococcus maripaludis (MmCpn): qHTS | 0.031% of 330,000 active | purified Mm-Cpn ATPase, ADP Transcreener TR-FRET | Chaperonin Mm-Cpn (Methanococcus maripaludis) | Potency, µM (doses to about 76.9 µM), without a hit: at the highest dose activity, negative = inhibition, hits mostly inhibitors; note: potency is the fitted concentration of half-maximal effect; % is set by controls: 0 for no effect and ±100 for the full control effect; nearly all actives have a fitted effect of over 80% in size
#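 Compound-treated chaperonin, 25 nM final, turns over 10 uM ATP at 37°C for 30 min following a 10 min preincubation; ADP generated competes with ADP-d2 for Eu-cryptate antibody, lowering FRET.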
# EPAC1 ag = qHTS for Agonist of cAMP-regulated guanine nucleotide exchange factor 3 (EPAC1): primary screen; AID 720707, 2013; 0.073% of 360,000 active; EPAC1 agonist qHTS, biochemical assay; response scale: 100% = response to 6.5 mM cAMP; Potency, µM (titrated, usually from 154 µM), inactives show at the top dose activation, hits mostly activators; Rap guanine nucleotide exchange factor 3 (Homo sapiens), O95398; note: potency is the fitted concentration of half-maximal effect; nearly all actives have a fitted effect of over 60% in size
#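 Nucleotide exchange by EPAC1 (100 nM) on Rap1B–BODIPY-GDP (250 nM) in the presence of 50 uM GDP is tracked fluorescently at 480/540 nm over 30 min. Signals are normalized to a 6.5 mM cAMP control.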
# WRN helicase inh = qHTS for Inhibitors of WRN Helicase | AID 651768, 2012 | WRN helicase unwinding, fluorescent forked duplex, kinetic | 0.46% of 360,000 active | Bifunctional 3'-5' exonuclease/ATP-dependent helicase WRN (Homo sapiens), Q14191 | Potency, µM (series often up to 114 µM), inactives show top-dose activity change, negative = inhibition, usual class: inhibitors; note: potency is the fitted concentration of half-maximal effect; % is set by controls: 0 for no effect and ±100 for the full control effect; nearly all actives have a fitted effect of over 55% in size
#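 Enzyme (20 nM final) and test compound sit together 15 min at room temperature before substrate addition. Substrate is a single-forked duplex oligonucleotide (100 nM) labelled with fluorophore and quencher, with 2 mM ATP; helicase unwinding raises red fluorescence, read kinetically.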
# EPAC1 antagonist = qHTS for Antagonist of cAMP-regulated guanine nucleotide exchange factor 3 (EPAC1): primary screen; AID 720709, 2013; Rap guanine nucleotide exchange factor 3 (Homo sapiens), O95398; Potency, µM (doses to about 115 µM), without a hit: at the top dose activity change, negative = inhibition, most hits filed as inhibitors; 0.14% of 360,000 active; EPAC1 GEF assay, Rap1b-BODIPY-GDP exchange fluorescence;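 note: potency is the fitted concentration of half-maximal effect; plate controls were vehicle for no effect and positive control for full effect; nearly all actives have a fitted effect of over 50% in size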
# PLK1 PBD block = qHTS for Inhibitors of PLK1-PDB (polo-like kinase 1 - polo-box domain): Primary Screen; Plk1 PBD binding of FITC phosphopeptide, fluorescence polarization; Serine/threonine-protein kinase PLK1 (Homo sapiens), P53350; 2.8% of 360,000 active; Potency, µM, for the others: max response, negative = inhibition, usual class: inhibitors; note: potency is the fitted concentration of half-maximal effect; series mostly up to about 57 µM; % is set by controls: 0 for no effect and ±100 for the full control effect; nearly all actives have a fitted effect of over 65% in size
# Target sequence (P53350 whole entry, looked up, the tested form may be a part): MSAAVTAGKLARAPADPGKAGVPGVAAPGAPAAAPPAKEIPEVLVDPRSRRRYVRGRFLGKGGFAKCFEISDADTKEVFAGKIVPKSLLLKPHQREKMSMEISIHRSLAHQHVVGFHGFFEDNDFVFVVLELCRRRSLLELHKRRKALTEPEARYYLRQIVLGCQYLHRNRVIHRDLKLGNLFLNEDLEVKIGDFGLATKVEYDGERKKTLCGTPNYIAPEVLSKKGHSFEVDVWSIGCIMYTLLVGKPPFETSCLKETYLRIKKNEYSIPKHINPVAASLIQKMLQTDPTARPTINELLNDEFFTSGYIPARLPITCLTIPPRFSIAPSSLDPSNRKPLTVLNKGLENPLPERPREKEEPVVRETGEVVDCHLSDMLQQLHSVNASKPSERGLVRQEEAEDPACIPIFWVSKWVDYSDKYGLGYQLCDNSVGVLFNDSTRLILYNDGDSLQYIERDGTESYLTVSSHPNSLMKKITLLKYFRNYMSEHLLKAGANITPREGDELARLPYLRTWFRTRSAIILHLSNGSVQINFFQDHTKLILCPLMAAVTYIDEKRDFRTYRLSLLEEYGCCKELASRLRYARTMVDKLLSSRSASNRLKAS
# PI5P4K alpha inh = qHTS for Inhibitors of phosphatidylinositol 5-phosphate 4-kinase (PI5P4K) | Phosphatidylinositol 5-phosphate 4-kinase type-2 alpha (Homo sapiens), P48426 | PI5P4Kalpha enzyme, ADP-Glo luminescence, 60 min; hits give low values | max response, % | 1.2% of 330,000 active; active = max response of -50% or lower; inconclusive = between -30% and -50%; inactive = -30% or higher; note: value at the top dose of about 77 µM; % is set by controls: 0 for no effect and ±100 for the full control effect
# Target sequence (P48426 whole entry, looked up): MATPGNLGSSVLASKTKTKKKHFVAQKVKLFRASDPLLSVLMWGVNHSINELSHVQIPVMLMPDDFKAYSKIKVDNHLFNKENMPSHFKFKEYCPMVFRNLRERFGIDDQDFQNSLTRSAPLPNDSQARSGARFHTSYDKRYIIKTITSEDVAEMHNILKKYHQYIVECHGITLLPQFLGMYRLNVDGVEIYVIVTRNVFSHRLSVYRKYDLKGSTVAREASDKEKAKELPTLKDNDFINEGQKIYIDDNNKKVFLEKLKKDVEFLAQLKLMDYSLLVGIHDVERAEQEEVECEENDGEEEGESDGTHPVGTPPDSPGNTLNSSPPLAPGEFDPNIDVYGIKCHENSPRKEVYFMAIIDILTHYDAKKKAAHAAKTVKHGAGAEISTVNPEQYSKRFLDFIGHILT
#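 ADP-Glo luminescence end-point after a 60 min room-temperature kinase reaction. PI5P4Kalpha and substrate in HEPES pH 7.4 buffer with EGTA, 0.1% CHAPS and 5% DMSO; ATP at 5 microM final.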
# EPAC2 antag = qHTS for Antagonist of cAMP-regulated guanine nucleotide exchange factor 2 (EPAC2): primary screen | Rap guanine nucleotide exchange factor 4 (Homo sapiens), Q8WZA2 | EPAC2 GEF exchange of Rap1B-BODIPY-GDP, fluorescence | Potency, µM (series often up to 114 µM), without a hit: at the top dose activity, negative = inhibition, actives largely listed as inhibitors | 0.18% of 360,000 active | AID 720708, 2013; note: potency is the fitted concentration of half-maximal effect; % is set by controls: 0 for no effect and ±100 for the full control effect; nearly all actives have a fitted effect of over 45% in size; many of its hits are not listed in these tables
# CCT chaperon mod = High-Throughput Screening for Modulators of Cytosolic Chaperonin Activity | purified chaperonin ATPase assay, HTRF ADP detection, 30 min | 0.3% of 360,000 active | AID 651819, 2012 | activity change, % (concentration not given with the values), hits read low; in the data active = activity change below about -30%; note: % is set by controls: 0 for no effect and ±100 for the full control effect
#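 TRiC at 40 or 20 nM final (batch-dependent) in 30 mM Tris pH 7.4, 100 mM KCl, 5 mM MgCl2, 1 mM DTT, with compound at single 76 uM and 10 uM ATP, 30 min at 37 deg C. ADP detected by HTRF Transcreener, 665/615 ratio.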
# Starred values were filed as active, the others as inactive; ? = inconclusive; nt = no result given; [ ] = remark or other dose. Unless noted, calls come from the whole dose curve; as a rule, active = well fitted curve in the direction sought with a large enough effect; inconclusive = small, poorly fitted or top-dose-only effect, or another doubt; inactive = no such curve, though single readings can be large; an effect the other way counts as inactive or inconclusive. This is a subset; count on the stated rates, not on these rows.
# Below each compound – CCT chaperon mod | PLK1 PBD block | PI5P4K alpha inh | WRN helicase inh | EPAC2 antag | EPAC1 antagonist | EPAC1 ag | MmCpn inh
O=C(Nc1ccccc1)c1cccc2c(-c3cccnc3)coc12
 : 1.0 | -11% | 1 | 12% | 0% | -12% | 2% | nt
COc1ccc(CN(C)CC(=O)Nc2ccc(Cl)cc2C(F)(F)F)c(OC)c1
 : -3.5 | 3% | 23 | ? | -16% | -27% | 9% | -2%
COc1ccc(CC(N)c2csc(NC(=O)c3cccc(OC(F)(F)F)c3)n2)cc1 (stereo not given)
 : 0.9 | 5% | 41 | 0%[57.1 µM] | 2% | -22% | -24% | nt
Nc1o[nH]c(=O)c1Cc1ccccc1
 : 1.5 | -4% | 2 | 2% | 6% | 1% | -10% | 2%
O=C(Cn1cc2c(n1)CCCC2)N1CCc2ccccc21
 : 1.7 | -12% | -6 | 4% | 8% | -9% | 3% | 1%
CCOC(=O)C1(CCCc2ccccc2)CCN(S(C)(=O)=O)CC1
 : 0.9 | -3% | 5 | 12% | -5% | -5% | -8% | 1%
C=CC[C@@H](CC(=O)N(CCO)Cc1ccccc1)C(=O)N[C@H](COC(=O)[C@@H](CC=C)Cc1ccc(F)cc1)Cc1c[nH]c2ccccc12
 : -0.7 | -8% | 7 | -9% | -16% | -20% | -6% | 2%
CCOC(=O)C1CCCN(C(=O)CN2C(=O)c3ccccc3C2=O)C1 (stereo not given)
 : -1.0 | -8% | -4 | 12% | 9% | 17% | 1% | 0%
N=c1sccn1CC(=O)Nc1cc(S(=O)(=O)N2CCCCC2)ccc1Cl
 : -9.9 | -4% | 7 | -6% | 2% | 3% | 9% | -2%
COc1cccc(C2/C(=C(\O)c3ccc4c(c3)OCCO4)C(=O)C(=O)N2CCN(C)C)c1 (stereo not given)
 : -0.1 | -9% | 0 | -10% | 8% | 4% | -6% | -3%
CCN1CCc2c(C#N)c(N3CCOCC3)nc(NCCO)c2C1
 : 1.4 | ? | 7 | 9% | -8% | -13% | 9% | -1%
COc1ccc2cc3cc(C(=O)Nc4cc(OC)c(OC)c(OC)c4)oc3nc2c1
 : -1.0 | -3% | 0 | -3% | 0% | 8% | -4% | -2%
Cc1cc(C(=O)CSc2nnnn2C)c(C)n1CCc1ccc(Cl)cc1
 : 2.7 | -7% | -3 | 6% | -3% | 12% | -2% | 1%
CCOC(=O)CN(C(=O)c1snc(C(N)=O)c1N)C(C(=O)NCCC(C)C)c1ccc(C)cc1 (stereo not given)
 : 0.4 | -1% | -11 | 9% | -11% | -3% | -11% | nt
O=C(c1nn2c(C(F)(F)F)cc(-c3cccs3)nc2c1Br)N1CCCc2ccccc21
 : -26 | 3% | 10 | -17% | 5% | -18% | 6% | 0%
COc1ccc([C@@H]2[C@@H](C)N(c3ccccc3)c3ccccc3C(=O)N2Cc2ccccc2)cc1
 : 0.7 | -1% | 3 | -8% | -21% | -19% | 7% | nt
O=C1NCCN/C1=C\C(=O)c1ccccc1
 : 0.5 | -6% | nt | -3% | 0% | -11% | -6% | 0%
O=C(c1cccc(OC2CCN(C3CCCC3)CC2)c1)N1CCCCCCC1
 : -2.7 | 0% | 1 | 0% | 5% | -10% | -9% | -1%
O=C(Nc1nccs1)c1csc([C@H]2C[C@H](O)[C@@H](CO)O2)n1
 : 1.7 | 5% | -1 | -1% | 14% | -8% | 11% | nt
Clc1ccc(-c2nc(C3CCCCC3)no2)cc1
 : 2.1 | -4% | 8 | -4% | 8% | 9% | 8% | -4%
CCC(C)c1ccccc1N1CC(C(=O)N(C)CC(=O)Nc2cccc(F)c2)CC1=O (stereo not given)
 : -0.5 | 4% | 0 | -8% | 3% | 1% | -9% | -4%
COc1cc(/C=C(/C(=O)O)c2ccc(-c3ccccc3)cc2)cc(OC)c1OC
 : -1.2 | -17% | -25 | -22% | -16% | 7% | 6% | -1%
CC(C)C[C@H]1CNC(=O)C(=O)N1C[C@H](Cc1ccc(O)cc1)NC(=O)Cc1ccccc1
 : -0.9 | -4% | 0 | 3% | 1% | -25% | 14% | nt
Cc1cc(/C=C2\C(=N)N3N=C(CC(=O)N4CCOCC4)SC3=NC2=O)c(C)n1Cc1ccccc1
 : -0.7 | -18% | -15 | -2% | 1% | -5% | 7% | -12%
CCSc1nnc(NC(=O)CSc2nnc(CNC(=O)c3cc(OC)c(OC)c(OC)c3)o2)s1
 : 3.6 | -9% | 2 | -10% | 2% | 1% | -11% | 1%
Cc1nc2c(C(=O)NCCc3ccccc3)c[nH]n2c(=O)c1Cl
 : -3.0 | ? | nt | -14% | ? | -5% | -4% | 1%
CC1(C)Cc2c(sc3nc(-c4cc5ccccc5o4)n(N)c(=O)c23)CO1
 : -3.4 | -13% | nt | -4% | -8% | 2% | 3% | 2%
CCOC(=O)c1c(NC(=O)c2cccnc2)sc(C)c1C
 : -4.2 | -8% | nt | -9% | -8% | -1% | 8% | 2%
COc1ccc2[nH]cc(C(=O)CN3CCN(C4CCCCC4)CC3)c2c1
 : 0.2 | 1% | 2 | 11% | -4% | -6% | -5% | -1%
COCCOc1ccc(C(F)(F)F)cc1NC(=O)c1ccc(C(F)(F)F)cc1
 : -4.0 | -8% | 17 | -24% | -5% | -20% | -23% | -1%
CN(CCO)c1nc(N)c2c(N)nc3c(c2c1C#N)CC(=O)N3Cc1cccs1
 : 1.2 | -4% | -27 | -13% | ? | -4% | -5% | -12%
O=C(Oc1ccc(OC(=O)N2CCCCC2)cc1)c1ccccc1
 : 1.6 | -5% | nt | -2%[57.1 µM] | 11% | 9% | -3% | -3%
O=C(COc1ccc(Cl)cc1)NCCCn1ccnc1
 : 3.2 | -3% | 1 | -8% | 14% | 2% | -2% | 0%
COCc1cccc(-c2csc(C(N)c3ccc(F)c(F)c3)n2)c1 (stereo not given)
 : 0.5 | -15% | 8 | -4% | -22% | -8% | -1% | nt
CC(C)NC(=S)NC(=O)c1ccc(Cl)cc1Cl
 : 1.9 | 3% | 13 | -6% | 5% | -21% | -1% | -1%
O=C(COc1ccc(C(=O)c2ccccc2)cc1)NC1CCCCC1
 : -0.3 | -10% | 0 | 6% | 2% | -2% | 6% | -2%
COC(=O)C1(C(=O)OC)C(C(=O)c2ccccc2)C1c1ccccc1 (stereo not given)
 : -0.9 | -2% | -1 | -9% | -14% | -14% | 6% | nt
COc1ccc(Oc2coc3c(CN(C)C)c(O)ccc3c2=O)cc1
 : -2.0 | -3% | 0 | 1% | 4% | -9% | 4% | 1%
CCN(CC(=O)NCc1ccc(Cl)cc1)C(=O)C1CCN(S(=O)(=O)c2ccc(OC)c(OC)c2)CC1
 : -0.4 | -3% | 5 | -8% | ? | -8% | 2% | 0%
CCNC(=S)NNC(=O)c1csc2c1CCCC2
 : -3.9 | -18% | nt | 2% | -1% | -5% | 5% | 4%
COc1ccc(Cn2cc(CN3CCc4onc(-c5ccc(Br)cc5)c4C3=O)nn2)cc1
 : nt | 4% | 23 | -2% | -20% | -5% | 2% | nt
O=C(CNC(=O)N1CC(=O)Nc2ccccc21)NCCc1cccc(F)c1
 : -1.2 | -12% | -2 | 8% | 0% | -26% | -6% | 1%
COC(=O)[C@]12CCCCC=C1N(Cc1cccc3ccccc13)C(=O)[C@H](CC(=O)NCc1ccccc1)C2
 : 0.7 | -2% | -6 | 2% | 3% | -9% | -12% | nt
Cc1onc(-c2ccccc2)c1CNC(=O)CN1C(=O)c2ccccc2C1=O
 : -0.9 | -9% | 4 | 9% | 12% | 0% | -9% | 1%
CC1Sc2ccc(S(=O)(=O)CCC(=O)NC3CCCCCC3)cc2NC1=O (stereo not given)
 : 1.2 | -7% | 0 | 2% | 6% | 14% | 3% | -1%
CC1Cc2ccccc2N1C(=O)Cn1c(=O)oc2cc(S(=O)(=O)N3CCCCC3)ccc21 (stereo not given)
 : -1.0 | 1% | -2 | -5% | 4% | 0% | 15% | -2%
COc1cccc(/C=C/C(=O)OCC(=O)N2CCCC2)c1OC
 : -2.6 | -6% | 2 | -3% | -6% | -7% | -8% | 1%
O=C(O)CCC(=O)N1CCN(c2ncccn2)CC1
 : -3.2 | 3% | 0 | 2% | 4% | 2% | -1% | 3%
COc1ccc(S(=O)(=O)N2CCOCC2)cc1NC(=O)CSc1ncnc2ccccc12
 : -2.6 | -5% | 5 | 4% | 7% | 0% | -1% | -7%
Cc1cccc(S(=O)C(c2ccccc2)c2ccccc2)c1 (stereo not given)
 : 0.4 | -14% | 1 | -15% | -10% | -18% | 0% | nt
COc1ccc(C(C)(NC(C)=O)c2nc(-c3cccc(C(=O)O)c3)cs2)cc1 (stereo not given)
 : -1.0 | -6% | -1 | 6% | 6% | -17% | -5% | nt
Cc1ccc(C2Nc3ccccc3NC3=C2C(=O)OC(C)C3)cc1 (stereo not given)
 : -0.7 | -11% | -10 | 0% | -2% | -15% | -3% | -2%
Cn1cc(/C=C/C(=O)c2ccccc2)c2ccccc21
 : -2.5 | 6% | 7 | -11% | -2% | -11% | 13% | -2%
O=c1c2ccccc2nnn1CSc1nnc(Nc2ccccc2)s1
 : -1.2 | 1% | 1 | -1% | 4% | 3% | -3% | 0%
Cc1ccc(CNC(=O)c2ccccc2NC(=O)CN2CC(C)OC(C)C2)cc1 (stereo not given)
 : -1.6 | -12% | 1 | 5% | -12% | -7% | 3% | -2%
CCO[C@@H]1OC(C(=O)NCc2ccccc2)=C[C@H](c2csc3ccccc23)[C@H]1CCCO
 : 0.6 | -2% | 6 | 1% | 3% | -12% | 3% | nt
COc1ccc(S(=O)(=O)N2CCc3ccccc32)cc1C(=O)N(CC(C)C)C1CCS(=O)(=O)C1 (stereo not given)
 : -14 | -4% | 0 | 12% | 7% | 8% | 5% | 2%
COc1ccc(NC(=O)c2ccc(S(=O)(=O)N3CC(C)OC(C)C3)cc2)cc1 (stereo not given)
 : 1.8 | 2% | -2 | -3% | 3% | -4% | -2% | 0%
Cc1nc2cc(Nc3nnc(-c4ccccc4)c4ccccc34)ccc2n1C
 : -5.7 | -9% | nt | -16% | 6% | 9% | -9% | -1%
